# OXTR potentiate – potentiators of human oxytocin receptor; P30559; CHO-OTR cells, Fluo-8 calcium fluorescence, potentiator mode; 0% = oxytocin EC15, 100% = EC100; activation, % at 3 µM; actives 0.061% (n = 320,000);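 active means activation above that plate's cutoff, the mean activation of tested compounds plus 3 SD, cut at about 6.6% in these data, passing the limit was not always enough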;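 further: 100% uses oxytocin at 75 nM as the full agonist control; some results filed as inactive read as strong as hits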
# Target sequence (P30559 whole entry, looked up): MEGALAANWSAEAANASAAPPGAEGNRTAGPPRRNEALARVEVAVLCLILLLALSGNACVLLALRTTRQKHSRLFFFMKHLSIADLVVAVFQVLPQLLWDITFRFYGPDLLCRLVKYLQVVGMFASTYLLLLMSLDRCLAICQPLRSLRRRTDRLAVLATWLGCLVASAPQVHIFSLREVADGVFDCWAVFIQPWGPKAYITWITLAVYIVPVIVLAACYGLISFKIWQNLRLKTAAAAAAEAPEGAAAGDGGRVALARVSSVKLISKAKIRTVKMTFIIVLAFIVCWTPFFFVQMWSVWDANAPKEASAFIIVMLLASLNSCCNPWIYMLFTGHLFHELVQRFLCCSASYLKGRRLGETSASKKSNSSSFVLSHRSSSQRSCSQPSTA
#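 Replication – single well per compound, singlicate · Assay system – CHO cell line stably expressing human OTR · Timing – 6 min pre-incubation, 100 s read · Measure – normalized max/min fluorescence ratio, % activation · Doses – 3.0 µM, one dose · Detection – Fluo-8 calcium dye fluorescence · Probe or stimulus – oxytocin near EC15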
# CHO parental Ca – counter-screen for OX1R antagonists: effect in parental CHO cells; AID 463079; parental CHO-K1, ATP-induced calcium, Fluo-8 fluorescence; inhibition, % at 5.6 µM; actives 0.63% (n = 330,000);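 active means inhibition above that plate's mean sample inhibition plus 3 SD, cut at about 26% in these data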;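 further: 0% = ATP-challenged DMSO wells and 100% = DMSO wells without ATP; some compounds past the cut are filed as inactive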
#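 Material: Parental CHO cells | Reagent: ATP | Compound dosing: Single nominal dose of 5.6 µM per compound | Detection: Intracellular calcium via Fluo-8 no-wash fluorescent dye | Read-out: % inhibition of ATP-induced calcium mobilization | Benchmarks: Low control ATP plus DMSO, high control DMSO only | Replicates: Singlicate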
# M1 ag parental – M1 agonist counterscreen hit in parental CHO-K1 cells. actives 0.48% (n = 360,000). Fluo-8 calcium fluorescence; scaled to maximal ATP response, vehicle zero. activation, % at 3 µM; in the data active means activation above about 15%;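 further: untransfected CHO-K1 host cells lacking M1 receptor as counterscreen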
# TAAR1 agonist – agonists of human TAAR1. AID 624467. actives 0.99% (n = 360,000). CHO RD-HGA16 TAAR1, Fluo-8 calcium fluorescence; vehicle wells 0%, saturating PEA agonist 100%. activation, % at 3 µM;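 active means activation above the mean activation of all test compounds in the run plus 3 SD, cut at about 38% in these data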
# Target sequence (Q96RJ0 whole entry, looked up): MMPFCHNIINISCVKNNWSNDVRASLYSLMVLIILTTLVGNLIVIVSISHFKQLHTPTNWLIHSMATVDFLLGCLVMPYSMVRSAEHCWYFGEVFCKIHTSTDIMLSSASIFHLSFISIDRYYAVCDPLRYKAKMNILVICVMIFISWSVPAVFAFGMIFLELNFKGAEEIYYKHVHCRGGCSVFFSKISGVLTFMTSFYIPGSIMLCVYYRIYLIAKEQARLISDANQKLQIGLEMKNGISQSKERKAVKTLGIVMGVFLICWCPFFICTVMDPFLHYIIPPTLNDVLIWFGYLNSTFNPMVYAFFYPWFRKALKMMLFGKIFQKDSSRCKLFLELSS
#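 System: CHO-derived RD-HGA16 cells with stable Gα16 and human TAAR1 / Times: 17-24 h plating, Fluo-8 75 min 37 °C, 30 min RT / Technique: calcium-sensitive Fluo-8 signal, excitation 470-495, emission 515-575 nm / Measure: % activation relative to PEA EC100 response / Benchmarks: DMSO and PEA EC100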
# CHO-K1 Ca antag – nonselective inhibitor or artifact in parental CHO-K1 cells; ATP-induced calcium, Fluo-8 fluorescence; inhibition, % at 3 µM; actives 0.6% (n = 360,000);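 active means inhibition above a per-plate cutoff, the plate's mean sample inhibition plus 3 SD, cut at about 24% in these data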;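 further: 0% = DMSO plus EC80 ATP and 100% = DMSO alone without ATP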
# CHRM1 antagonist – human CHRM1 antagonism. CHO-K1 hM1, Fluo-8 calcium fluorescence, ACh EC80 antagonist. inhibition, % at 3 µM. P11229. actives 1.3% (n = 360,000);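 active means percent inhibition above its own plate's cutoff, namely the mean of that plate's compound wells plus 3 SD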;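 further: peak over basal fluorescence ratio during 140 s after agonist addition; 0% = ACh EC80 plus DMSO and 100% = DMSO alone without agonist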
# CHRM1 agonist – agonists of human M1 muscarinic receptor. P11229. CHO-K1 hM1, Fluo-8 calcium fluorescence, agonist mode; 0% DMSO, 100% acetylcholine EC100. activation, % at 3 µM. actives 0.33% (n = 360,000). AID 588814;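 active means activation above the run's mean compound activation plus 3 SD, cut at about 16% in these data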;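 further: peak over basal fluorescence ratio within a 140 s kinetic read after compound addition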
# CHO-K1 Ca PAM – counter-screen for M1 PAMs: effect in parental CHO-K1 cells | ATP EC20, Fluo-8 calcium fluorescence; 0% at ATP EC20, 100% at ATP max | activation, % at 3 µM | actives 0.02% (n = 360,000);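 active means activation above the run cutoff, the mean activation of all test compounds plus 3 SD, cut at about 40% in these data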;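 further: peak over basal fluorescence ratio in a 140 s read after ATP addition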
# TAAR1 antag – antagonists of human TAAR1. Q96RJ0. CHO RD-HGA16 TAAR1, Fluo-8 calcium fluorescence, antagonist. inhibition, % at 3 µM. actives 1.5% (n = 360,000);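 active means inhibition above a per-plate cutoff, the mean inhibition of test compounds on that plate plus 3 SD, cut at about 49% in these data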;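 further: 0% = DMSO plus EC80 beta-PEA response and 100% = DMSO alone without agonist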
#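 Material: RD-HGA16 CHO cells with stable hTAAR1 and Gα16; Dosing: single nominal final test compound concentration of 3 µM; Schedule: seeding 17-24 h prior, 75-min 37 °C, 30-min RT dye loading; Detection: kinetic Fluo-8 calcium fluorescence measurement; Measure: % inhibition from peak post-agonist over basal fluorescence ratio; Benchmarks: vehicle and agonist controls.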
# An asterisk follows results filed as active; . = not tested or not shown. This is a random part of the collection. Share with any hit: about 4.2%.
smiles,CHO parental Ca,CHRM1 antagonist,M1 ag parental,TAAR1 agonist,CHO-K1 Ca PAM,CHRM1 agonist,CHO-K1 Ca antag,OXTR potentiate,TAAR1 antag
Cc1ccc(NC(=O)N2CCC(c3nc4c(nnn4Cc4c(F)cccc4Cl)c(=O)[nH]3)CC2)cc1,-30.2,-10.3,1.5,21.9,23.4,-8.4,-24.8,1.1,-10.8
Cc1ccc2cc(CN(CCN(C)C)C(=S)Nc3ccccc3)c(=O)[nH]c2c1C,-19.3,-3.5,0.3,3.2,1.2,-8.1,-7.3,-2.8,-15.2
COc1ccccc1CNC(c1ccccc1)c1ccccc1,-22.9,-16.0,-0.5,6.1,12.8,-6.9,1.8,-5.2,-18.6
CC(C)C[C@@H](CN1CCCC1CN1C(=S)NC[C@@H]1Cc1ccccc1)N1C[C@H](Cc2ccc(O)cc2)N(CCc2ccccc2)C1=S (stereo partly drawn),.,.,0.1,2.6,3.6,.,-7.2,.,-1.8
COc1ccc(NC(=O)CN(C)C(=O)C(Sc2ccccc2)c2ccccc2)cc1 (stereo not drawn),-13.7,-0.8,1.1,6.3,-20.6,-5.1,3.7,-9.2,-13.6
COC(=O)c1ccc(SCc2cnc(Cl)s2)cc1,-6.8,-1.5,1.0,13.4,12.9,-5.9,-12.7,-6.4,7.7
C(#Cc1ccc(C#CCN2CCOCC2)cc1)CN1CCOCC1,1.8,-0.4,1.5,8.3,16.0,-1.5,0.0,-3.6,7.6
CC1Cc2ccccc2N1C(=O)Cn1c(=O)oc2cc(S(=O)(=O)N3CCCCC3)ccc21 (stereo not drawn),-5.6,-2.2,1.0,-0.2,-8.9,-9.6,-0.6,-5.1,17.6
O=C1CCC/C1=C/Nc1ccc2c(c1)OCO2,-0.5,-3.4,0.1,1.0,7.2,-6.1,-1.0,-9.3,14.0
CCOC(=O)c1[nH]c(C)c(C(=O)N2CCN(c3cccc(Cl)c3)CC2)c1C,-12.8,0.1,3.3,5.7,17.3,-4.7,-12.9,-5.4,1.2
CC(C)CCNC(=O)CN(C(=O)CCC(=O)Nc1ccccn1)c1ccc(F)c(Cl)c1,-10.9,-4.2,-0.9,6.6,-2.5,0.3,-9.6,-1.4,-2.2
COc1cc(C2=Nc3ccc(Br)cc3C(c3ccccc3)N2CC(=O)NN)cc(OC)c1OC (stereo not drawn),-24.9,-7.5,0.2,3.1,-4.9,-1.4,-0.7,-4.6,-32.5
O=C(c1cccc(OC2CCN(C3CCCC3)CC2)c1)N1CCCCCCC1,-21.7,5.7,1.0,1.5,-11.9,-7.6,7.2,-4.0,9.6
O=C(COC(=O)c1ccco1)Nc1ccc(Cl)cn1,2.5,-20.8,0.7,0.7,14.3,-2.7,-18.6,3.2,-10.8
COc1ccccc1C(CC(=O)N1CCCC1)c1ccc2c(c1)OCO2 (stereo not drawn),-19.8,-17.8,-0.5,3.1,4.4,-12.1,0.4,2.2,-11.3
Nc1cc(=O)[nH]c(SCC(=O)Nc2ncc(C(F)(F)F)cc2Cl)n1,6.6,-13.2,0.0,0.7,24.3,-7.2,-11.1,-10.2,-2.8
CC(=O)Nc1ccc(N2C(=O)c3cccc(NC(C)=O)c3C2=O)cc1,0.3,-0.7,-0.5,2.4,14.2,-5.8,-6.5,-5.4,-12.2
Cc1cccc2c1[nH]c1nc(N/N=C\c3ccco3)nnc12,6.7,.,.,11.0,.,.,.,-20.6,1.9
CC(C)C[C@@H](CN1CCC[C@@H]1CN1C(=S)NC[C@@H]1Cc1ccc(O)cc1)N1C[C@H](Cc2ccc(O)cc2)N(CC2CCCCCC2)C1=S,.,-3.1,-0.2,-1.4,7.9,-1.7,7.9,.,-33.7
O=C(CC(=O)NCc1ccccc1)NCc1ccccc1,-12.7,-18.2,0.5,6.0,1.4,-1.7,-19.5,-3.5,0.6
Cc1cc(C)nc(Nc2n[nH]c(-c3ccc(C(C)(C)C)cc3)n2)n1,-3.6,0.3,0.5,11.9,12.7,-3.4,-13.7,-10.3,-10.5
Cc1sc2nc(SCC(N)=O)n(-c3ccccc3)c(=O)c2c1C,-9.3,-3.1,-0.2,2.3,11.2,2.5,-15.2,4.7,9.6
O=C(CN1CCOCC1)N1CCN(c2nnc(-c3ccccc3)c3ccccc23)CC1,-15.8,1.2,0.7,8.3,8.9,-6.1,-2.7,11.7,4.3
COc1ccccc1CNC(=O)c1ccccc1NC(=O)C1=C(C)OCCS1,-24.8,17.4,3.3,6.2,-12.4,-2.0,-1.1,-6.6,40.3
COCC(C)N=C1NN=C(c2ccc(NC(C)=O)cc2)CS1 (stereo not drawn),0.1,-5.2,0.6,1.1,14.3,-7.2,-13.8,1.2,5.4

# Copied from the list:
# CC(C)CCNC(=O)CN(C(=O)CCC(=O)Nc1ccccn1)c1ccc(F)c(Cl)c1 in CHRM1 antagonist = -4.2
# CC(=O)Nc1ccc(N2C(=O)c3cccc(NC(C)=O)c3C2=O)cc1 in CHRM1 agonist = -5.8

# Carrying on.
smiles,CHO parental Ca,CHRM1 antagonist,M1 ag parental,TAAR1 agonist,CHO-K1 Ca PAM,CHRM1 agonist,CHO-K1 Ca antag,OXTR potentiate,TAAR1 antag
Cc1ccc(/C=C/C(=O)N2CCCC(C(N)=O)C2)o1 (stereo not drawn),6.1,-12.0,0.1,0.3,-17.1,-2.2,3.4,-1.9,-29.1
Clc1ccsc1-c1ccnc(-n2cccc2)n1,-6.0,-0.4,0.2,-0.9,-14.2,-0.4,19.3,-5.3,-41.0
C[C@@H]1CN([C@H](C)CO)C(=O)c2cc(Br)cnc2O[C@@H]1CN(C)C(=O)Nc1cccc(F)c1,.,-15.0,0.5,7.7,10.2,-0.7,1.2,.,-27.5
C=CCSc1nc(O)c(C2OC(=O)c3c2ccc(OC)c3OC)c(=O)n1-c1ccccc1 (stereo not drawn),-1.2,-2.0,0.2,0.1,0.8,-2.8,-9.2,3.8,-38.3
CCOc1ccc(OCC(O)CNC2CCN(Cc3ccccc3)CC2)cc1 (stereo not drawn),-18.3,5.4,2.5,15.6,19.8,-7.6,0.2,-3.1,-1.8
Cc1ccccc1CCN(CC(=O)NC1CCCCC1)C(=O)c1csnn1,-23.9,-0.1,0.1,10.3,18.8,-3.0,-13.6,-12.1,11.4
CCOP(=O)(OCC)C(Nc1ccccc1)c1ccc2c(c1)OCO2 (stereo not drawn),-20.5,-15.6,0.0,-1.4,-14.3,-0.6,-0.3,3.6,-26.3
COc1ccc(-c2noc(-c3ccccc3C(=O)N3CCOCC3)n2)cc1,-23.6,-0.1,1.6,7.7,6.4,-2.8,-8.2,-3.3,-2.2
C=CCc1ccccc1OCCOc1ccc([N+](=O)[O-])cc1/C=N/NC(N)=O,-1.0,7.8,0.9,-0.1,22.6,-3.8,0.6,-10.6,2.8
COc1cccc(NC(=S)N2CCC(C(=O)c3ccc(F)cc3)CC2)c1,.,8.8,1.7,-2.2,13.7,-2.4,-5.4,.,-19.0
COc1cc(OC)cc(-c2cc3nc(C)c(CCC(=O)O)c(=O)n3[nH]2)c1,-2.4,-6.6,0.6,2.3,4.1,-1.9,4.5,-6.9,2.8
COc1ccc(Nc2ncnc3c2cnn3Cc2ccccc2)cc1,-19.9,-7.8,0.6,11.7,3.0,-1.2,-8.3,2.8,-9.8
Cc1ccc(/C=C/C(=O)NCCc2c[nH]c3ccccc23)o1,-7.7,16.6,1.8,1.6,9.3,-6.0,-9.7,-13.2,7.0
O=C(COC(=O)c1ccc(CO)cc1)NCc1cccs1,0.9,-11.3,1.7,-1.6,28.4,-5.7,-6.2,-4.6,7.2
COc1cccc(-c2cc(C(=O)NCc3ccco3)no2)c1,-21.4,1.2,0.5,7.1,20.9,-3.5,-4.0,-7.3,12.1
CCOc1ccc(-n2c(SCc3ccc(C#N)cc3)nnc2-c2cccnc2)cc1,-29.7,3.5,2.9,9.7,-3.1,-2.5,-4.8,-11.0,-12.7
C=CCOC(=O)C1=C(C)NC(C)=C(C(=O)OCC=C)C1c1ccc(O)cc1,2.6,5.3,1.1,4.1,17.1,-3.6,-4.7,0.4,7.4
CCCOc1cccc(-c2cc(C(=O)NNC(=S)NCC)c3ccccc3n2)c1,-26.8,11.1,6.2,11.3,7.3,-2.4,2.0,-7.9,45.2
COC(=O)c1ccccc1NC(=O)C1CCCO1 (stereo not drawn),-21.6,6.0,0.1,-0.1,7.4,-7.7,-6.0,-6.9,-15.7
Cc1cc(NC(=O)c2cccnc2)ccc1Br,1.9,-1.0,4.0,4.7,23.0,-2.3,-17.8,-1.6,12.0
COc1ccccc1C1CCN(C(=O)c2cccc([N+](=O)[O-])c2)CC1,-6.1,-11.2,3.8,-1.0,15.2,-3.2,-7.6,-7.4,-11.8
O=C(Nc1cc(Cl)ccn1)C1CCN(S(=O)(=O)c2cccs2)CC1,-4.5,3.9,2.8,13.0,12.1,-0.3,-1.1,-20.9,5.1
CC(C)Cn1c(N)c(C(=O)COC(=O)CC23CC4CC(CC(C4)C2)C3)c(=O)n(C)c1=O,61.4*,32.7*,0.0,3.7,-3.1,-1.2,16.0,-14.8,40.6
CCOC(=O)/C=C1\SCC(=O)N1CC(O)CN1C(=O)CS/C1=C\C(=O)OCC,-8.4,-26.9,-0.1,.,16.2,2.6,-4.6,-3.4,.
CCOc1ccc(C2/C(=C(/O)c3ccc(F)cc3)C(=O)C(=O)N2CCCN(C)C)cc1 (stereo not drawn),-12.9,-31.8,0.8,7.7,19.8,-0.7,-2.8,-4.5,9.2

# More entries follow.
smiles,CHO parental Ca,CHRM1 antagonist,M1 ag parental,TAAR1 agonist,CHO-K1 Ca PAM,CHRM1 agonist,CHO-K1 Ca antag,OXTR potentiate,TAAR1 antag
CCCCC(=O)N(CCC)CCC,.,20.4,0.0,9.0,-34.6,-3.4,8.4,.,-17.2
O=C(NC1CCCCCC1)C1CCN(S(=O)(=O)N2CCC3(CC2)OCCO3)CC1,-6.6,-14.6,1.1,6.2,-8.6,1.7,-10.4,-2.8,-6.8
CCOC(=O)C1(Cc2ccccc2C(F)(F)F)CCN(CCCn2cccn2)CC1,-16.9,10.4,1.2,7.2,-0.7,-7.8,-0.8,-11.8,14.2
CCOc1ccc(CCN2C(=O)C(=O)N([C@@H](CC(C)C)CN3CCC[C@@H]3CN3C(=O)C(=O)NC[C@@H]3Cc3ccccc3)C[C@@H]2CC(C)C)cc1,.,-18.9,0.3,0.4,22.3,-9.3,-26.2,.,-4.4

# High-throughput results from PubChem.
